# TRHR PAM – qHTS for Small Molecule Agonists and Allosteric Enhancers of Human TRH Receptor: Primary Screen for Enhancers | Thyrotropin-releasing hormone receptor (Homo sapiens), P34981 | TRHR cells, fluo-8 calcium fluorescence, EC20 TRH enhancement | enhancement, % at 2 µM | 360,000 tested, 0.66% active | AID 493056, 2011; in the data active means enhancement above about 30%; further: 0% is about no effect
#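 Enhancer read-out: after compound pinning and an initial kinetic agonist-mode read, an EC20 of TRH (10 nM final) was injected and fluo-8 calcium signal (Ex 480/Em 530) followed at 1 s/cycle for 100 cycles in TRHR-expressing cells.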
# TrxR1 inh – qHTS Assay for Inhibitors of Mammalian Selenoprotein Thioredoxin Reductase 1 (TrxR1): qHTS. Thioredoxin reductase 1, cytoplasmic (Rattus norvegicus), O89049. recombinant rTrxR1, NADPH fluorescence consumption, selenite substrate. Potency, µM (top dose mostly 114 µM), inactives show at the highest dose activity change, negative = inhibition, usual class: inhibitors. 390,000 tested, 1% active. AID 588453, 2011; further: potency means the concentration at half of the fitted maximal effect; on the % scale 0 is the no-effect control and ±100 the full control effect; nearly all actives have a fitted effect of over 65% in size
#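 Rat TrxR1 (90 nM in the dispensed reagent) was pre-reduced with 400 uM NADPH for 5 min at room temperature, then incubated with compound for 15 min. After 400 uM selenite was added, NADPH fluorescence (Ex 340/Em 450 nm) was followed for 8 min.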
# TRHR agonist – qHTS for Small Molecule Agonists and Allosteric Enhancers of Human TRH Receptor: Primary Screen for Agonists. AID 493084, 2011. activation, % at 2 µM. Thyrotropin-releasing hormone receptor (Homo sapiens), P34981. TRHR cells, calcium flux fluo-8, FDSS agonist mode. 360,000 tested, 0.18% active; in the data active means activation above about 30%; further: 0% is about no effect
#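 Read-out: compound-evoked intracellular calcium rise in TRHR cells, fluo-8 dye, kinetic FDSS fluorescence at 1 s/cycle following a 10-cycle baseline. Cells cultured overnight before dye loading (30 min–1.5 h, RT).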
# USP1-UAF1 inh – Inhibitors of USP1/UAF1: Primary Screen; Ubiquitin carboxyl-terminal hydrolase 1 (Homo sapiens), O94782; recombinant USP1/UAF1, Ub-Rhodamine cleavage fluorescence; Potency, µM (titrated, usually from 57.1 µM), without a hit: top-dose activity change, negative = inhibition, actives largely listed as inhibitors; 390,000 tested, 0.23% active; AID 743255, 2014; further: potency means the concentration at half of the fitted maximal effect; on the % scale 0 is the no-effect control and ±100 the full control effect; nearly all actives have a fitted effect of over 60% in size; inactives centre near -12
#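 High-throughput fluorogenic screen: 1nM USP1/UAF1 complex, Ub-Rho substrate 150nM final, 50mM HEPES pH 7.8 with 0.5mM EDTA, 0.1 mg/ml BSA, 1mM TCEP and 0.01% Tween-20.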
# PI4K2A inh – qHTS for small molecular inhibitors of PI4K2A; Phosphatidylinositol 4-kinase type 2-alpha (Homo sapiens), Q9BTU6; purified PI4K2A, ADP-Glo luminescence, 1 h; stronger effect = lower value; activity change, negative = inhibition, % at 76.9 µM; 420,000 tested, 0.13% active; in the data active means activity change below about -50%; inconclusive means mostly about -30% to -49%;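 further: -100% = wells without enzyme as full effect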
# Target sequence (Q9BTU6 whole entry, looked up): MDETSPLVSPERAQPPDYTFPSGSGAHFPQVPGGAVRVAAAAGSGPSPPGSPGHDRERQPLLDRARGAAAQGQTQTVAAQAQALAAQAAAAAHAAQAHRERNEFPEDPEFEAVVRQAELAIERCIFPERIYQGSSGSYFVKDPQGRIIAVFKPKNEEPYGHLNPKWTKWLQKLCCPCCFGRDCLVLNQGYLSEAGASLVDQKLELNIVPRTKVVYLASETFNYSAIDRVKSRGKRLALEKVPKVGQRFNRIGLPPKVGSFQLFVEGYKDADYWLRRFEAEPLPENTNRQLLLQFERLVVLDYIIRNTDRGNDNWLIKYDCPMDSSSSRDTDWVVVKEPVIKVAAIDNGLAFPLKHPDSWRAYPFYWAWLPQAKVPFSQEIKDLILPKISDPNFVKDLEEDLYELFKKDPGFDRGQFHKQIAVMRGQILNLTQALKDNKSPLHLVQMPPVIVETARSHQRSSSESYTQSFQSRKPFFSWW
#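 PI4K2A activity was measured by ADP-Glo luminescence: enzyme (4 ug/mL stock) and phosphatidylinositol (1.2 mM stock) in Tris pH 7.5/MgCl2/EGTA/Triton X-100 buffer were reacted with ATP (300 microM stock) for one hour at ambient temperature.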
# D2 antag – HTS Assay for Allosteric Antagonists of the Human D2 Dopamine Receptor: Primary Screen for Antagonists. AID 485344, 2010. inhibition, % at 10 µM. 340,000 tested, 2% active. HEK293 TREx D2 cells, calcium flux, dopamine EC80; in the data active means inhibition above about 30%; further: 0% is about no effect
#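 Tetracycline-induced HEK293 T-REx cells expressing D2 force-coupled to calcium signalling were dye-loaded, exposed to compound for 180 s, then challenged with an EC80 of dopamine; calcium flux was followed kinetically for a further 180 s.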
# IDH1 R132H inh – qHTS for Inhibitors of mutant isocitrate dehydrogenase 1 (IDH1): qHTS; IDH1-R132H enzyme, NADPH consumption, diaphorase/resazurin fluorescence; 390,000 tested, 0.093% active; AID 602179, 2012; Potency, µM (highest dose often 76.6 µM), for the others: top-dose activity change, negative = inhibition, actives largely listed as inhibitors; further: potency means the concentration at half of the fitted maximal effect; on the % scale 0 is the no-effect control and ±100 the full control effect; nearly all actives have a fitted effect of over 65% in size
# Target sequence (O75874 whole entry R132H, stated change not applied): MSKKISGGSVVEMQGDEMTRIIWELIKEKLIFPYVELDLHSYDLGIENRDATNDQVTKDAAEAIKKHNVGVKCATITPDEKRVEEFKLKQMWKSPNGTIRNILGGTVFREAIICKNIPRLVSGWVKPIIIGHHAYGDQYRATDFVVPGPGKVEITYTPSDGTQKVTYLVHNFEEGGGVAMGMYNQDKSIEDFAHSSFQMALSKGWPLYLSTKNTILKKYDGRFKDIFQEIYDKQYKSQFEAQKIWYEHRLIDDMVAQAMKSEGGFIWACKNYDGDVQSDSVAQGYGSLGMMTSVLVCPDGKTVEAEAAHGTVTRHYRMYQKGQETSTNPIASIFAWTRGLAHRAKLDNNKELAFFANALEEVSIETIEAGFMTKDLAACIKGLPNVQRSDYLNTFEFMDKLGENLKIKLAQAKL
#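 IDH1-R132H (0.5 ug/mL) preincubated 30 min with compound, then NADPH (0.016 mM) and alpha-KG (2 mM) added; 80 min at RT, pH 7.5. Remaining NADPH coupled via diaphorase/resazurin to fluorescence (540/590 nm); concentration-response curves normalized to no-enzyme control.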
# D2 agonist – HTS Assay for Allosteric Agonists of the Human D2 Dopamine Receptor: Primary Screen for Agonists. D(2) dopamine receptor (Homo sapiens), P14416. HEK293 T-REx D2 cells, calcium flux agonist mode. activation, % at 2 µM. 340,000 tested, 0.53% active. AID 485358, 2010;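 active means activation over 3 SD above normal in the single-dose calcium agonist read, cut at about 30% in these data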; further: 0% is about no effect
#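 Tetracycline-induced HEK293 T-REx cells with force-coupled D2 receptor, plated overnight at 30 C, loaded with no-wash calcium dye. After a 10 s baseline, compound was pin-added and calcium flux read kinetically for 180 s; calcium rises flagged agonists.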
# TrxR1 substrate – qHTS Assay for Substrates of Mammalian Selenoprotein Thioredoxin Reductase 1 (TrxR1): qHTS; Thioredoxin reductase 1, cytoplasmic (Rattus norvegicus), O89049; purified TrxR1 substrate turnover, NADPH consumption readout; Potency, µM (highest dose often 114 µM), for inactives: at the top dose activity change, negative = substrate turnover; 390,000 tested, 0.01% active; AID 588456, 2011; further: potency means the concentration at half of the fitted maximal effect; on the % scale 0 is the no-effect control and ±100 the full control effect; nearly all actives have a fitted effect of over 50% in size
#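 Rat TrxR1, dispensed at 90 nM, was prereduced with 400 uM NADPH (final) for 5 min at ~22 deg C, then incubated with compound 15 min before 400 uM selenite. A first-read NADPH fluorescence drop versus no-compound background flagged substrates.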
# Active calls of the source: *; ? = inconclusive; · = not tested or not shown; & = joins results of further samples; [ ] = dose if it differs, or a comment. Unless noted, the call rests on the fitted dose curve; in most records, active means well fitted inhibition curve with a large enough effect; inconclusive means small, poorly fitted or top-dose-only effect; inactive means no such curve, though single readings can be large or run the other way.
SMILES,TRHR PAM,TrxR1 inh,TRHR agonist,USP1-UAF1 inh,PI4K2A inh,D2 antag,IDH1 R132H inh,D2 agonist,TrxR1 substrate
Cc1cc(OCC(=O)OCC(=O)Nc2cccnc2Cl)ccc1Cl,2.1,10.9%,-0.2,-23.2%,3.4,-21.0,6.4%,0.8,2.1%
CCn1c(-c2ccc[nH]c2=O)nc2ccccc21,-3.3,6.5%[2.29 µM],0.4,-22.7%,-0.5,·,4.7%,·,99.5%[activator][57.1 µM]
O=C(CCCc1ccccc1)Nc1ccnn1C1CCN(Cc2ccccn2)CC1,5.2,-35.2%,-0.5,-18.5%,4.7,-14.6,2.0%,-1.4,2.2%
C=CCNC(=S)NCc1cccnc1,1.8,-1.8%,-0.4,-6.4%,1.7,-9.9,-6.8%,0.3,-0.7%
Cc1ccccc1NC(=O)c1sc2nc3c(cc2c1N)CCCC3,6.9,23.5%,-0.8,?,4.0,·,·,-1.1,19.4%
COc1ccc2c(c1OC)C(=O)N1N=C(c3ccc(Cl)cc3)CC21 (centres undefined),0.9,19.8%[57.1 µM],-3.1,-16.2%,-22.1,·,5.5%,·,11.7%[57.1 µM]
COc1ccc(N=C2C(=Nc3ccc(OC)cc3)N(c3ccc(OC)cc3)C(=S)N2C(=O)c2ccc(OC)cc2)cc1,-2.1,0.1%,0.0,-16.0%,12.7,15.5,0.0%,-0.9,-2.7%
COc1cc(C(=O)N2c3ccccc3CCC2C)cc(OC)c1OC (centres undefined),1.2,8.9%[57.1 µM],0.5,-16.6%,1.7,14.0,0.0%,0.3,5.3%[57.1 µM]
Cc1ccc(NC(=O)COC(=O)CNC(=O)c2ccc3ccccc3c2)c([N+](=O)[O-])c1,-0.4,34.0%,-0.2,-24.4%,-4.1,-3.1,9.5%,0.8,5.6%
COc1ccc(C)cc1N(CC(=O)N/N=C/c1ccc2c(c1)OCO2)S(C)(=O)=O,-3.7,16.8%[57.1 µM],0.1,-12.6%,-8.0,9.3,0.8%,1.1,9.0%[57.1 µM]

# Of the compounds above, 4 have an aryl methoxy group.
SMILES,TRHR PAM,TrxR1 inh,TRHR agonist,USP1-UAF1 inh,PI4K2A inh,D2 antag,IDH1 R132H inh,D2 agonist,TrxR1 substrate
COc1ccc2c(c1OC)C(=O)N1N=C(c3ccc(Cl)cc3)CC21 (centres undefined),0.9,19.8%[57.1 µM],-3.1,-16.2%,-22.1,·,5.5%,·,11.7%[57.1 µM]
COc1ccc(N=C2C(=Nc3ccc(OC)cc3)N(c3ccc(OC)cc3)C(=S)N2C(=O)c2ccc(OC)cc2)cc1,-2.1,0.1%,0.0,-16.0%,12.7,15.5,0.0%,-0.9,-2.7%
COc1cc(C(=O)N2c3ccccc3CCC2C)cc(OC)c1OC (centres undefined),1.2,8.9%[57.1 µM],0.5,-16.6%,1.7,14.0,0.0%,0.3,5.3%[57.1 µM]
COc1ccc(C)cc1N(CC(=O)N/N=C/c1ccc2c(c1)OCO2)S(C)(=O)=O,-3.7,16.8%[57.1 µM],0.1,-12.6%,-8.0,9.3,0.8%,1.1,9.0%[57.1 µM]

# The listing continues.
SMILES,TRHR PAM,TrxR1 inh,TRHR agonist,USP1-UAF1 inh,PI4K2A inh,D2 antag,IDH1 R132H inh,D2 agonist,TrxR1 substrate
Cc1oc(-c2cccc(Cl)c2)nc1CSc1nc2ncccc2[nH]1,0.7,14.0%,-0.2,4.6%,2.6,·,-5.8%,-0.8,-4.5%
CC(C)CC(O)(CC(C)C)C(=O)NNc1ccccc1,11.7,6.4%[57.1 µM],0.0,-18.1%,-1.1,-9.2,6.7%,-1.2,15.7%[57.1 µM]
COc1cc(OC)c(NC(=O)N2CCCn3nc(C)cc32)cc1Cl,14.4,8.1%,-0.4,-13.1%,-2.3,·,4.3%,0.4,0.9%
COc1ccc(Cn2ccn(Cc3cccc(OC)c3)c(=O)c2=O)cc1,-10.6,12.3%[11.4 µM],0.8,-1.4%,-0.3,·,-4.8%,-0.1,1.6%
COc1ccc(NC(=O)C2CCN(c3nc4ccccc4[nH]3)CC2)cc1OC,-4.2,17.7%[57.1 µM],0.5,?,-4.0,·,-18.4%,-1.1,-0.3%[57.1 µM]
O=C(Nc1ccc2c(c1)OCCO2)C1CCCN(S(=O)(=O)c2cccnc2)C1 (centres undefined),2.3,-13.0%[57.1 µM],-0.1,0.8%,0.4,-10.6,5.7%,0.4,-0.7%[57.1 µM]
CCc1noc(C)c1C(=O)OCC(=O)c1ccccc1OC,-2.9,-20.9%,-0.8,-13.5%,4.2,-1.7,-12.7%,-0.7,?
O=C(CSc1nnc(-c2ccc(F)cc2)c2ccccc12)NCC1CCCO1 (centres undefined),-1.1,-3.2%,-2.1,-9.2%,-4.2,-10.0,7.6%,-2.5,-9.0%
O=C(CSc1ccc2nnc(-c3ccncc3)n2n1)Nc1ccccc1F,-0.4,2.2%,0.2,-11.5%,1.0,24.4,3.8%,0.1,16.4%
CC1=C(C(=O)Nc2ccc(F)cc2F)C2(CCN(C(C)C)CC2)OC1=O,-4.7,12.7%[57.1 µM],0.2,-21.8%,3.6,·,9.7%,0.1,7.3%[57.1 µM]
CCN(CC)CCCNC(=O)C1CCN(C(=O)c2oc3cc4sc(N(C)C)nc4cc3c2C)CC1,-1.9,9.9%,-0.1,-13.5%,-0.5,5.4,-8.8%,0.6,4.9%
CCOC(=O)c1c(-c2ccncc2)csc1N,6.1,3.5%,0.3,-16.5%,1.7,·,0.1%,·,5.0%
COc1ccccc1CCNC(=O)CCn1c(=O)c2cccn2c2ccc(F)cc21,2.3&-7.2,20.9%&25.2%,-0.3&0.2,-13.8%&-24.9%,4.3&-0.6,7.2,-2.3%&-5.6%,-0.4&-0.5,6.1%&9.5%
O=c1c2ccccc2nc(COc2ccccc2)n1/N=C/c1ccc(O)cc1O,-0.1,8.1%,0.2,-6.5%,3.2,0.8,-3.4%,0.4,1.0%
CC1=C(C(=O)N2CCCCC2)C(c2cccs2)C2=C(CCCC2=O)N1 (centres undefined),-1.7,-4.7%,0.1,-3.9%,-16.6,-13.2,0.4%,-0.2,24.8%
CCC(=O)Nc1c2c(nn1-c1ccc(C)cc1C)CSC2,3.5,21.7%[57.1 µM],-0.3,-12.1%,-2.3,-14.7,3.3%,0.3,13.9%[57.1 µM]
Cn1cccc1/C=N/NC(=O)CSc1nc2ccccc2n1C,-0.6,2.9%[57.1 µM],-0.3,-4.8%,2.8,15.2,0.0%,0.3,9.9%[2.29 µM]
O=C(O)c1cccc(-c2ccc(/C=N/Nc3nn[nH]n3)o2)c1,0.7,-3.5%[57.1 µM],0.3,-6.1%,-7.0,11.6,-1.1%,-0.4,-7.0%[57.1 µM]
CN(C)S(=O)(=O)c1cccc(-c2nnc(SCC(=O)NCCCCCC(=O)O)n2-c2ccc(F)cc2)c1,-0.2,-18.5%[57.1 µM],1.5,-5.9%,-2.2,6.4,-0.2%,18.8,9.2%
CCCSc1nsc(NC(=O)CC)n1,2.3,13.0%[11.4 µM],0.5,1.2%,-2.3,8.0,8.3%,0.4,2.4%[57.1 µM]
CC(C)(CO)NCc1cc(Br)ccc1OCc1ccccc1,24.0,26.7%,-1.2,-26.6%,-1.4,-7.1,-0.3%,0.9,2.1%
Cn1c2ccccc2n2c(=O)c(=O)n(CC(=O)c3ccc(F)cc3)nc12,-4.3,37.8%[activator],-0.2,-23.5%,-2.1,-7.6,1.7%,-0.2,24.0%
O=C(CSc1n[nH]c(-c2ccncc2)n1)c1cccc([N+](=O)[O-])c1,-4.8,-3.7%[57.1 µM],0.1,-10.6%,-4.0,3.7,-4.7%,0.0,-3.7%[57.1 µM]
O=C(NCCOc1ccccc1)c1ncn[nH]1,-6.5,14.9%,-0.2,-10.6%,-9.7,-17.4,8.8%,-0.5,1.3%
CCN1CCN(C(=O)C2CCC(CNS(=O)(=O)c3ccccc3)CC2)CC1 (centres undefined),-3.2,19.3%,0.0,0.5%,-0.3,-16.0,8.9%,1.4,9.5%
Cc1ccnc(SCc2cc(=O)c(OC(=O)c3ccc(S(=O)(=O)N4CCCC4)cc3)co2)n1,-5.1,28.2µM*,0.1,-14.6%,13.3,-20.3,-5.3%,-0.5,3.5%
O=C(Nc1ccc(F)cc1Cl)c1cnc(N2CCOCC2)c2ccccc12,-0.1,2.2%[57.1 µM],-0.6,-43.3%,4.3,·,-3.6%,0.9,-4.7%[57.1 µM]
COc1ccc2c(c1)NC(c1cccnc1)=NC(c1ccc(F)cc1)=N2,-0.8,11.3%,-1.3,?,3.6,·,·,-0.9,-6.1%
O=C(Nc1ccccc1)N(Cc1ccccc1)CC(O)C(F)(F)F (centres undefined),-4.0,2.5%[57.1 µM],0.3,-12.9%,1.6,-0.6,-1.0%,0.5,8.6%[57.1 µM]
CC(C)CC1(C(=O)O)NC(c2ccccc2O)C2C(=O)N(C(C)C)C(=O)C21 (centres undefined),-3.1,26.4%,-0.6,-8.9%,-9.0,15.7,1.6%,0.0,2.1%

# Hits appear at their usual frequency. About 3.9% of those tested had a hit in this group.
